Screens from PubChem.
DAX1 inh-1 = DAX1 (NR0B1) inhibition, primary screen; HEK293T StAR-luciferase reporter, SF-1/DAX-1 repression relief; inhibition, % at 6.8 µM; hit rate 1.1% among 370,000; AID 652010;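 active = inhibition above the mean over all tested compounds plus 3 SD, cut at about 3.6% in these data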;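 note: 0% = DAX-1 cells with DMSO and 100% = cells lacking DAX-1 with DMSO; higher inhibition means more luminescence from relief of DAX-1 repression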
hcDAF-12 act = activates DAF-12 receptor from parasite H. contortus. HEK293 hcDAF-12 lit1-tk-luc reporter, luminescence; 0% DMSO, 100% Δ7-dafachronic acid. hit rate 1.4% among 370,000. activation, % at 6.8 µM. AID 652067;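 active = activation above the mean of all tested compounds plus 3 SD, cut at about 5.5% in these data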;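 note: 100% = response to 3 µM Δ7-dafachronic acid high control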
hgDAF-12 ag = activates the H. glycines DAF-12 receptor ligand-binding domain; HEK293 GAL4-hgDAF12 UAS-luciferase reporter, agonist luminescence; normalized to butyrate control; activation, % at 6.8 µM; hit rate 1.8% among 370,000; AID 687014;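 active = activation above a cutoff set at the mean of all screened compounds plus 3 SD, cut at about 10% in these data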;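 note: 0% = DMSO wells and 100% = sodium butyrate wells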
SMARCA2 activ = increases SMARCA2 function in MMTV reporter cells. activation, % at 9.1 µM. AID 652017. hit rate 1% among 370,000. MG213 cells, MMTV-luciferase reporter, dexamethasone, overnight; in the data active = activation above about 7.8%;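 note: 0% = vehicle wells and 100% = reference activator wells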
GC-B act = GC-B (human) receptor activation; activation, % at 10 µM; AID 1920062; P20594; hit rate 0.11% among 370,000; HEK293-GC-B cells, CNP EC30, cGMP TR-FRET; 0% at EC30 CNP, 100% saturating CNP;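 active = activation at 10 µM reaching about 35% in either raw or pattern-adjusted values, limit read from the data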
ssDAF-12 act = activates DAF-12 receptor from parasite S. stercoralis; HEK293 ssDAF-12/GRIP1 lit1-tk-luc reporter, luminescence; % of 3 µM dafachronic acid response; activation, % at 6.8 µM; hit rate 1% among 370,000; AID 652126;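 active = activation above the mean over all tested compounds plus 3 SD, cut at about 0.9% in these data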;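 note: 0% = DMSO-only wells and 100% = 3 µM delta7-dafachronic acid wells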
HGIII-sPLA2 inh = Inhibits HGIII-sPLA2 liposome hydrolysis, primary screen | Q9NZ20 | QFRET BODIPY PC-A2 liposome hydrolysis, fluorescence | inhibition, % at 12.2 µM | hit rate 0.56% among 370,000;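 active = inhibition above mean plus 3 SD of compounds lying within the high and low control bounds, cut at about 19% in these data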;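 note: 0% = median of test compound wells and 100% = no enzyme DMSO wells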
Target sequence (Q9NZ20 whole entry, looked up): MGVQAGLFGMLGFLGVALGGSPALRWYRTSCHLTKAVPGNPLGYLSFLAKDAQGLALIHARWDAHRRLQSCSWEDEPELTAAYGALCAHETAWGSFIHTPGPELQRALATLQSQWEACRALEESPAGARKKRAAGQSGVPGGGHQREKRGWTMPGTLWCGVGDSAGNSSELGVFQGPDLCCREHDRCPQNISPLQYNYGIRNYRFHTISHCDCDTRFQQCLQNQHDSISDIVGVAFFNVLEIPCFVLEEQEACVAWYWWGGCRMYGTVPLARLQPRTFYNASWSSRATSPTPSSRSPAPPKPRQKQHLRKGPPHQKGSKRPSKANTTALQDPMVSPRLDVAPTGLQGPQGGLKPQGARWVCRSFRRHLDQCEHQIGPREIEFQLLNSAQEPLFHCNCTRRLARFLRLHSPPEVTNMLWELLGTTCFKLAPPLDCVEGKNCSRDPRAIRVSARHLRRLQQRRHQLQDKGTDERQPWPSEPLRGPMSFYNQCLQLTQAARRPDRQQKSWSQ
GAA850 FXN act = frataxin GAA850 promoter activation; HEK293 lucGAA850 FXN promoter luciferase reporter, 24 h; percent of 10 µM SAHA response; hit rate 0.56% among 360,000; AID 540364; activation, % at 6 µM;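 active = activation above the average of all compounds screened plus 3 SD, cutoff fixed separately per campaign, cut at about 7.5% in these data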;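 note: 0% = DMSO wells and 100% = 10 µM SAHA wells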
NPR1 activator = GC-A (human) enzyme activation. P16066. HEK293 GC-A cells, cGMP TR-FRET, EC30 ANP; 0% at EC30 ANP, 100% saturating ANP. activation, % at 10 µM. hit rate 0.14% among 370,000. AID 1671463; in the data active = activation above about 40%
DAX1 inh-2 = inhibits human nuclear receptor DAX1 | P51843 | HEK293 Gal4-DAX1 luciferase reporter, luminescence | inhibition, % at 6.75 µM | hit rate 0.99% among 340,000 | AID 504766;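 active = inhibition above the mean over all tested compounds plus 3 SD, cut at about 4.2% in these data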;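 note: 0% = DAX1-transfected cells with DMSO and 100% = empty-vector control cells with DMSO; inhibition shows as a rise in luminescence from relieved DAX1 repression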
Target sequence (P51843 207-470 limits assumed): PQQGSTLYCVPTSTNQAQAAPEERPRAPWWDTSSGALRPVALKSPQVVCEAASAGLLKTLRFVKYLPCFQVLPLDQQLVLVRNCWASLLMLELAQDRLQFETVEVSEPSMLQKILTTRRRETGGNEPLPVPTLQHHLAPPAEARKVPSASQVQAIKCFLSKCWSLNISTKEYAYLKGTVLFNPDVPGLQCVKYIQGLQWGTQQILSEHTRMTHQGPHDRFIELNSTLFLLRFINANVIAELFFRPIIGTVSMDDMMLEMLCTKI
ADAM10 inh = inhibitors of human ADAM10; O14672; recombinant ADAM10, EDANS/DABCYL FRET peptide cleavage, 3 h; inhibition, % at 7 µM; hit rate 0.62% among 370,000;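 active = inhibition above a per-campaign cutoff equal to the mean of compounds falling between control-based bounds plus 3 SD, cut at about 20% in these data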;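 note: 0% = DMSO wells while the 100% control is not disclosed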
* marks the source's active call; other numbers are inactive results; i = inactive; nt = not tested or not shown. Hits appear at their usual frequency; overall some 6.6% were active at least once.

SMILES	DAX1 inh-1	hcDAF-12 act	hgDAF-12 ag	SMARCA2 activ	GC-B act	ssDAF-12 act	HGIII-sPLA2 inh	GAA850 FXN act	NPR1 activator	DAX1 inh-2	ADAM10 inh
COc1cccc(Cn2cccc(NC(=O)Nc3cccc(C#N)c3)c2=O)c1	-0.2	-0.8	-3.1	-4.4	-3.4	-1.4	6.5	nt	-7.2	nt	-3.7
CC1CCN(S(=O)(=O)c2ccc3c(c2)oc(=O)n3CC(=O)N2CCc3ccccc3C2)CC1	0.4	0.2	1.1	-0.2	-5.3	-1.1	4.9	-1.3	-1.7	0.9	-8.4
Cc1ccc(C(=O)N2CCC(Cc3ccccc3)CC2)cc1S(=O)(=O)N1CCOCC1	-2.8	0.5	2.7	-1.5	0.9	-1.3	-8.8	-1.9	2.4	-1.9	-2.3
C/C(=N\NC(=O)c1ccc(Cl)cc1)c1cccc(NC(=O)C(C)C)c1	1.1	0.0	2.9	7.5	0.1	-1.3	2.4	1.6	-2.5	3.1	1.5
N=c1c2c(n(Cc3ccc(F)cc3)c3c1CCC3)CCC2	-2.7	-3.5	-9.3	-5.6	-1.8	-2.4	3.0	-1.1	1.3	-2.6	-2.5
c1ccc2nc(N3CCOCC3)cnc2c1	0.9	2.5	3.5	1.4	-1.7	-0.5	2.9	2.2	-4.6	2.1	-95.5
Cc1cc(C)cc(N(C)S(=O)(=O)c2nnc(NC(=O)C(C)C)s2)c1	-0.1	-1.9	2.1	-2.9	1.9	-1.3	-2.7	-1.3	3.0	-0.5	-5.9
COc1ccc(C2(C)NC(=O)N(CC(=O)Nc3ccc4c(c3)CCC4)C2=O)cc1OC (centres undefined)	0.3	-1.2	2.6	3.3	1.9	-1.1	-12.9	5.0	4.5	0.7	2.4
CCC(=O)Nc1cc(SCCO)cc([N+](=O)[O-])c1	-0.4	2.3	-0.9	0.8	4.9	-0.8	-5.2	0.7	2.8	-0.7	-4.0
CCOc1ccc(Oc2ccc(Cl)cc2NC(=O)CCNC(C)=O)cc1	-1.0	-1.9	-0.3	1.7	0.7	-1.0	-3.3	-1.4	2.4	-1.0	5.7
O=C(NCc1cccc(Cl)c1)O[C@H]1CC[C@@]23CCCN2C(=O)CCC[C@H]3C1	nt	0.0	-1.7	nt	3.3	-1.9	-2.7	nt	-4.7	nt	-0.7
O=C(c1ccc(Cl)cc1)N1CCC(Oc2cccnc2)CC1	-0.2	0.0	3.0	-1.1	0.7	-1.5	0.8	nt	-4.0	nt	-4.5
CCn1nc(C)c(CN2CCN(Cc3ccc(OC)c(C)c3C)C(CCO)C2)c1C (centres undefined)	0.2	1.9	-1.4	-1.6	3.6	-0.9	0.6	-0.2	1.1	-0.2	-9.7
Cc1c(C(=O)Nc2ccc(S(N)(=O)=O)cc2)oc2ccc(Cl)cc12	-0.1	-0.5	-2.4	-5.2	-2.2	-1.3	3.4	-1.5	-7.0	-1.4	-2.6
COC(=O)C1=C(C)N(CCc2ccc(OC)c(OC)c2)C(=O)C1	-0.9	-1.0	0.3	2.2	-1.3	-1.1	-15.6	-0.7	-3.2	-1.0	11.8
Cc1cc(C(=O)NC2CCCc3ccccc32)ccc1[N+](=O)[O-] (centres undefined)	0.1	0.8	2.0	-2.4	2.2	-1.1	-3.5	1.3	-0.3	-0.7	8.9
COc1ccc(CC(=O)NCC2CCCN(Cc3ccccc3OC)C2)cc1 (centres undefined)	0.8	0.9	2.0	-2.3	-6.5	-0.9	16.2	-1.3	-5.8	0.5	-21.6
CC(C)N1C(=O)CCC1C(=O)NC1CCCC1 (centres undefined)	-0.4	0.9	-0.7	-3.3	-0.5	-1.9	1.6	-0.7	2.2	1.8	-4.0
COc1cc(O)c(C(CCN2CCN(c3ccccc3)CC2)c2cc(OC)c(OC)c(OC)c2)c(OC)c1 (centres undefined)	0.1	0.3	-2.5	0.0	-2.1	-1.4	-17.2	-2.9	1.4	-0.6	14.8
O=C(NCCS(=O)(=O)N1CCN(C(=O)c2ccco2)CC1)c1ccccc1	0.8	0.7	-1.8	2.0	4.8	-0.8	2.9	0.6	1.4	-1.1	1.6

Part of the list above, limited to hcDAF-12 act and HGIII-sPLA2 inh.
Structure | hcDAF-12 act | HGIII-sPLA2 inh
CCC(=O)Nc1cc(SCCO)cc([N+](=O)[O-])c1 | 2.3 | -5.2
CCOc1ccc(Oc2ccc(Cl)cc2NC(=O)CCNC(C)=O)cc1 | -1.9 | -3.3
O=C(NCc1cccc(Cl)c1)O[C@H]1CC[C@@]23CCCN2C(=O)CCC[C@H]3C1 | 0.0 | -2.7

Next section.
SMILES	DAX1 inh-1	hcDAF-12 act	hgDAF-12 ag	SMARCA2 activ	GC-B act	ssDAF-12 act	HGIII-sPLA2 inh	GAA850 FXN act	NPR1 activator	DAX1 inh-2	ADAM10 inh
O=C(NCc1ccccc1)C(c1ccccc1F)N(CC1CCCO1)C(=O)c1ccccn1 (centres undefined)	-0.2	0.2	1.0	0.2	-2.9	-0.9	6.1	3.0	-9.3	1.1	3.7
CC(C)(C)OC(=O)N1CCC[C@H]1C(=O)N1CCC[C@H]1C(=O)NCc1ccc(F)cc1F	-0.7	1.6	0.0	4.5	1.6	-0.4	5.1	nt	0.7	nt	-2.3
O=C(CN1c2ccccc2Sc2ccccc21)NNC(=O)Nc1cccc(Cl)c1	0.3	-1.0	-1.2	-4.6	4.9	-1.2	-8.1	-0.6	6.2	-1.0	-2.1
CCOC(=O)[C@H]1[C@H]2COc3ccc(Cl)cc3[C@@H]2N2C(=O)CN(Cc3ccc(OC)cc3)C(=O)[C@@]12C	0.2	-2.6	1.1	1.8	0.6	-0.8	-3.3	-7.6	-4.4	0.0	11.2
CC(=O)N/C(=N/c1nc(C)cc(C)n1)Nc1cccc(C)c1C	0.4	-0.8	1.3	-1.2	-2.1	-1.8	-4.5	1.7	-1.6	-1.3	1.9
O=C(/C=C\Nc1cccc(F)c1)c1ccc2c(c1)OCO2	4.7*	9.0*	11.8*	1.8	-0.5	0.2	-9.2	-7.6	5.3	-2.7	-2.5
CC(C)(C)c1ccc(CN2C(=O)c3ccccc3S2(=O)=O)cc1	0.5	-0.1	4.0	-1.4	-2.1	-0.9	0.1	0.3	-0.2	0.2	12.4
C1CCN(CCC2CCCCN2)CC1 (centres undefined)	-0.6	-0.8	2.2	-3.4	-0.8	-0.5	12.1	0.6	0.6	1.3	-33.2
O=c1c2c(-c3cccs3)csc2ncn1/N=C/c1ccc(OC(F)F)cc1	0.2	-0.7	1.6	-2.6	-2.4	-0.9	4.4	1.1	-2.3	-0.9	0.1
Nc1ncncc1-c1ccc2ccccc2c1	-0.4	-1.8	0.8	0.2	-0.1	-1.2	-1.0	0.0	2.3	0.5	-2.9

Whole records as entered above.
`CC(C)(C)c1ccc(CN2C(=O)c3ccccc3S2(=O)=O)cc1` is listed as DAX1 inh-1 = 0.5; hcDAF-12 act = -0.1; hgDAF-12 ag = 4.0; SMARCA2 activ = -1.4; GC-B act = -2.1; ssDAF-12 act = -0.9; HGIII-sPLA2 inh = 0.1; GAA850 FXN act = 0.3; NPR1 activator = -0.2; DAX1 inh-2 = 0.2; ADAM10 inh = 12.4
`Nc1ncncc1-c1ccc2ccccc2c1` is listed as DAX1 inh-1 = -0.4; hcDAF-12 act = -1.8; hgDAF-12 ag = 0.8; SMARCA2 activ = 0.2; GC-B act = -0.1; ssDAF-12 act = -1.2; HGIII-sPLA2 inh = -1.0; GAA850 FXN act = 0.0; NPR1 activator = 2.3; DAX1 inh-2 = 0.5; ADAM10 inh = -2.9

Following part:
SMILES	DAX1 inh-1	hcDAF-12 act	hgDAF-12 ag	SMARCA2 activ	GC-B act	ssDAF-12 act	HGIII-sPLA2 inh	GAA850 FXN act	NPR1 activator	DAX1 inh-2	ADAM10 inh
COc1cccc(NC(=O)c2cc(-c3ccc(C)o3)nc3ccccc23)c1	-1.0	1.1	-3.6	1.0	-1.5	-1.2	-0.2	1.4	2.6	0.6	-88.3
CC(=O)N1CCN(S(=O)(=O)c2ccc(F)c(Cl)c2)CC1	-0.2	-2.1	-0.5	-0.8	1.9	-0.6	0.8	2.3	-5.2	-0.1	-2.2
CCCOc1ccccc1/C=C1\SC(N2CCCCC2)=NC1=O	-0.4	-3.0	-7.3	3.0	3.5	-1.9	-7.0	-4.0	0.9	-0.8	-0.5
Cc1nc(NC(=O)COc2ccc(Cl)cc2)sc1C(=O)N(C)C	0.1	-1.9	2.0	-1.2	5.9	-1.0	0.9	nt	11.7	nt	10.6
Cc1ccc(S(=O)(=O)N2CCOCC2)cc1C(=O)OCC(=O)Nc1ccc(Cl)cn1	-1.0	-1.6	-1.4	-2.4	-2.1	-1.4	-6.1	-2.5	1.2	-0.9	-0.2
O=C(C1=C(O)C(=O)N(CCN2CCOCC2)C1c1cccc(O)c1)c1cc2ccccc2o1 (centres undefined)	-1.1	-2.0	0.5	3.4	0.6	-0.5	-5.9	-1.0	0.1	-0.1	-5.0
COc1cc(C2c3cc4c(cc3OC(Nc3ccc(C(=O)O)cc3)C2C)OCO4)cc(OC)c1OC (centres undefined)	0.6	4.5	1.4	-2.7	3.5	0.2	7.7	0.1	-8.5	0.2	-34.2
COc1ccc(-n2nnnc2SCC(=O)Nc2ccc(OC)cc2OC)cc1	-0.3	-1.5	-1.5	-1.9	-3.3	-1.6	1.7	1.4	-3.7	-0.3	3.5
CCCCn1c(N)c(N(CCC(C)C)C(=O)c2ccc(COc3ccccc3)o2)c(=O)[nH]c1=O	1.1	-1.4	0.2	-3.1	-3.4	-0.8	8.1	0.9	-0.8	2.2	-18.1
Cc1cc(C)[n+](-c2ccc(C(C)C)cc2)c2[nH]c(=O)[nH]c(=O)c12	-0.2	0.2	-3.4	-2.0	-2.7	-1.5	0.5	-0.6	0.2	-0.1	i
O=c1c2ccccc2nc(/C=C/c2cccc([N+](=O)[O-])c2)n1CCCO	-1.6	-0.5	-1.9	-1.1	-0.7	-1.8	-12.7	-1.8	0.7	-1.8	12.2
Cc1nc2c(OCc3ccc(C#N)cc3)cccn2c1N(C)Cc1cccs1	-3.2	-0.8	-1.1	2.5	3.3	-1.2	6.2	-2.1	2.8	nt	-25.0
c1ccc(-c2ccc(C3=Nn4c(nnc4-c4ccccn4)SC3)cc2)cc1	-1.1	-3.0	-0.2	-3.7	-13.9	-1.4	-9.5	nt	-6.3	nt	0.1
COc1ccc(OC)c(S(=O)(=O)N2CCC(c3cn4ccccc4n3)CC2)c1	-1.7	-1.7	-0.8	-3.1	-1.8	-1.6	-10.8	nt	-2.3	nt	-293.4
